# MCF10A rerep: A quantitative high throughput screen for small molecules that induce DNA re-replication in MCF 10a normal breast cells. MCF 10A DNA re-replication, Hoechst nuclear intensity, 48 h. Potency, µM (titrated, usually from 46.1 µM), for the others: top-dose activity, positive = re-replication, hits mostly activators. actives 2.9% (n = 350,000). AID 624296, 2012; also: % of control where 0% means no effect; nearly all actives have a fitted effect of over 50% in size
# Nrf2 block: Nrf2 qHTS screen for inhibitors | actives 2.1% (n = 360,000) | Potency, µM (titrated, usually from 46 µM), without a hit: at the highest dose activity change, negative = inhibition, most hits filed as inhibitors | A549 ARE-Fluc reporter, luciferase luminescence, 18-24 h; also: % is scaled to controls: 0 for no effect and ±100 for the full control effect; nearly all actives have a fitted effect of over 60% in size
#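 Nrf2 activity is the BugLite luminescence, read 15 min after reagent at room temperature, following CellTiter-Fluor cytotoxicity readout (30 min, 37C). Compound titrations were applied for 18-24 h to 5000 A549 ARE_Fluc cells/well in 5% FBS OPTI-MEM.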
# A549 viability: Nrf2 qHTS screen for inhibitors: counterscreen for cytotoxicity; Potency, µM (highest dose often 46 µM), without a hit: at the top dose activity change, negative = cytotoxicity, most hits filed as inhibitors; actives 0.16% (n = 390,000); A549 ARE-Fluc cells, CellTiter-Fluor viability, 18-24 h; also: % is scaled to controls: 0 for no effect and ±100 for the full control effect
#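 A549 ARE_Fluc cells in 5% FBS OPTI-MEM were exposed to compounds in concentration-response for 18-24 h at 37 deg C. Viability was read by CellTiter-Fluor fluorescence (Ex 405/Em 525) after 30 min, before the luciferase read.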
# ATXN2 expr inh: Primary qHTS for Inhibitors of ATXN expression; HEK-293 ATXN2-luciferase reporter, luminescence, 24 h; Potency, µM (titrated, usually from 57 µM), for inactives: at the highest dose activity change, negative = inhibition, most hits filed as inhibitors; AID 1745845, 2022; actives 0.72% (n = 360,000); also: % is scaled to controls: 0 for no effect and ±100 for the full control effect; nearly all actives have a fitted effect of over 55% in size
#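 ATXN2-luciferase reporter cells (luciferase flanked by upstream and downstream ATXN2 gene portions) were treated 24 h at 37 °C with compounds at up to 57 uM. SteadyGlo luminescence gave expression; GF-AFC fluorescence gave viability.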
# TGFb inhibitor: qHTS for Inhibitors of TGF-b; HepG2 CAGA-GFP TGF-b/SMAD3 reporter, GFP fluorescence, 18 h; TGF-beta stimulated, 500 pg/mL final; Potency, µM (top dose mostly 46.1 µM), without a hit: at the top dose activity, negative = inhibition, most hits filed as inhibitors; actives 1.2% (n = 410,000); also: % is scaled to controls: 0 for no effect and ±100 for the full control effect; nearly all actives have a fitted effect of over 65% in size
#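 Smad-responsive CAGA-GFP expression was quantified in HEPG2 cells exposed to compounds and 500 pg/mL final TGF-beta for 18 h at 37 degrees C; unstimulated wells defined full inhibition.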
# EPAC2 antag: qHTS for Antagonist of cAMP-regulated guanine nucleotide exchange factor 2 (EPAC2): primary screen; EPAC2 GEF exchange of Rap1B-BODIPY-GDP, fluorescence; Potency, µM (highest dose often 114 µM), inactives show at the highest dose activity, negative = inhibition, most hits filed as inhibitors; actives 0.18% (n = 360,000); AID 720708, 2013; also: % is scaled to controls: 0 for no effect and ±100 for the full control effect; nearly all actives have a fitted effect of over 45% in size; many of its hits are not listed in these tables
# Target sequence (Q8WZA2 whole entry, looked up): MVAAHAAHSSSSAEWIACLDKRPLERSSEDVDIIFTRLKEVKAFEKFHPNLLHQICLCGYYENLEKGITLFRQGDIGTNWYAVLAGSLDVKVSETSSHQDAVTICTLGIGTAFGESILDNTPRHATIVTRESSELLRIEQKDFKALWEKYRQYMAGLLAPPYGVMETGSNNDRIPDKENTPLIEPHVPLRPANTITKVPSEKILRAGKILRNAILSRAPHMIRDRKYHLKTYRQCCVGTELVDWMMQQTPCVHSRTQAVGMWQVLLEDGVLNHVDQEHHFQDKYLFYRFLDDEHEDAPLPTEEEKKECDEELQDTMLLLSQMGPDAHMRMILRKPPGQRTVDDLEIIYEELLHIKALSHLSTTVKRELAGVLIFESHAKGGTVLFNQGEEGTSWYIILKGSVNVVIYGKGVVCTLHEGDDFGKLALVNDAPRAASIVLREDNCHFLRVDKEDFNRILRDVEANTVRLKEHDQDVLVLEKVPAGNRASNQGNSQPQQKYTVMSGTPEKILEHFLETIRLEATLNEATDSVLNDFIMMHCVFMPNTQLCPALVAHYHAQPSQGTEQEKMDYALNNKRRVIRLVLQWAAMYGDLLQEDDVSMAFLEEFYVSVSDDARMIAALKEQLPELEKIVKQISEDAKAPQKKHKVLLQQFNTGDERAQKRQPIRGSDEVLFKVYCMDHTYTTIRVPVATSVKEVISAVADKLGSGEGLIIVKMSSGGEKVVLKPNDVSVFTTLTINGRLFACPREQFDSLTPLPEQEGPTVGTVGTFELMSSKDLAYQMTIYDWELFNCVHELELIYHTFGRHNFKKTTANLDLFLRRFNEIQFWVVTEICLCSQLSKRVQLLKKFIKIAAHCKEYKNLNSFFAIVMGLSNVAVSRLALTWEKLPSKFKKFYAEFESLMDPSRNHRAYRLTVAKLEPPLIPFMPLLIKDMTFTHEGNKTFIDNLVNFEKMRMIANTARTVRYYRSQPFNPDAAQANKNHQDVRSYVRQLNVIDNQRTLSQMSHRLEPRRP
# ATXN viability: Viability Counterscreen for Primary qHTS for Inhibitors of ATXN expression; S2 cells (HEK-293 line with an ATXN2-luciferase reporter) viability, CellTiter-Fluor protease fluorescence, 24 h; Potency, µM (series often up to 56.7 µM), actives largely listed as cytotoxic; actives 0.49% (n = 400,000); also: nearly all actives have a fitted effect of over 40% in size
# Nrf2 ARE act: qHTS of Nrf2 Activators; Potency, µM (doses to about 46.1 µM), for the others: at the highest dose activation, hits mostly activators; AID 624171, 2012; actives 0.31% (n = 410,000); AREc32 ARE-luciferase reporter (MCF7-derived line), luminescence, 24 h; also: % of control where 0% means no effect; nearly all actives have a fitted effect of over 65% in size
#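 Luciferase luminescence (Steady-Glo, 30 min at room temperature) served as the read-out of ARE activation in AREc32 cells treated with compounds for 24 hr at 37 deg C.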
# HepG2 tox: qHTS for Inhibitors of TGF-b: Cytotox Counterscreen; HepG2 CAGA-GFP viability, ATP luminescence, 18 h; Potency, µM (series often up to 46.1 µM), for the others: top-dose activity change, negative = cytotoxicity, actives largely listed as cytotoxic; actives 0.76% (n = 410,000); also: some results filed as inactive show a strong effect at the top dose
#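 CellTiter-Glo luminescence gave cytotoxicity after 18 hours at 37 degrees C. The cells were HepG2 CAGA-GFP in 1% FBS DMEM, stimulated with 500 pg/mL TGF-beta after compound addition. %Activity was normalised to no-cell wells (complete cell-killing) and DMSO (no toxicity), and curves were fitted and classified.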
# * hit, by the source's call; i = inactive; ? = inconclusive; / = not tested or not shown; [ ] = remark or other dose. Calls follow the shape of the dose curve; as a rule, active = well fitted curve in the direction sought with a large enough effect; inconclusive = small, poorly fitted or top-dose-only effect, or another doubt; inactive = no such curve, though single readings can be large; an effect the other way counts as inactive or inconclusive. Potency is read from the fitted curve at half-maximal effect.
# Values run as follows: MCF10A rerep	Nrf2 block	A549 viability	ATXN2 expr inh	TGFb inhibitor	EPAC2 antag	ATXN viability	Nrf2 ARE act	HepG2 tox
COc1ccccc1NC(=O)NNC(=O)COc1ccc2ccccc2c1
    ?	6%	-5%	-13%	0%	19%	i	-0.5%	-2%
CC(C)NC(=O)COc1ccc(Cl)cc1Cl
    ?	?	-12%	13%	-15%	7%	i	-0.2%	2%
O=C(NCc1ccccc1)C(c1ccc(F)cc1)N(Cc1ccco1)C(=O)c1ccccn1 (configuration not stated)
    -1%	2%	-2%	-1%	-16%	8%	i	0.5%	-7%
N#Cc1ccc(C(=O)CSc2n[nH]c(=O)n2Cc2ccco2)cc1
    3%	-5%	1%	6%	-12%	-1%	i	2.5%	3%
O=C(NCCN1CCCCCC1)C1CCC(CNS(=O)(=O)c2cccc3cccnc23)CC1 (configuration not stated)
    -1%	-15%	-1%	2%	-30%	8%	i	-0.7%	6%
COc1ccc(CCNc2nc(-c3cccnc3)cs2)cc1OC
    27%	23µM*	-6%	-23%	-13%	-2%	i	-0.4%	-9%
CCOC(=O)c1cc(NC(=O)c2ccc(F)cc2)c(=O)n2c1oc1ccc(Cl)cc12
    /	5%	3%	1%	8%	/	i	-1.4%	3%
CCCSc1nc(N)c2c3c(sc2n1)CN(C)CC3
    ?	-26%	-8%	23%	7%	17%	i	6.8%	-40%
O=C1c2ccccc2N2C(=O)c3ccccc3C2N1Cc1ccccc1 (configuration not stated)
    -1%	7%	1%	-19%	?	?	i	-0.6%	-9%
O=C(COC(=O)C1(c2ccc(F)cc2)CCCC1)N1CCc2ccccc21
    16%	-23%	20%	3%	?	-17%	i	-0.3%	-22%
Cc1cc(Br)ccc1OCCCCNC(C)(C)C
    0%	?	3%	-19%	1%	11%	i	2.2%	-63%
Cc1cccc2c(=O)c(C(=O)N3CCCCCC3)c[nH]c12
    -1%	38%	0%	10%	-5%	17%	i	2.0%	7%
Nc1c(C(=O)O)cnn1-c1ccccc1
    2%	-4%	-2%	10%	-16%	6%	i	0.1%	11µM*
CN(C(=O)COC(=O)COc1ccccc1Cc1ccccc1)c1ccccc1
    -9%	-8%	9%	-25%	9%	?	i	-0.6%	1%
CCS(=O)(=O)c1nc(S(=O)(=O)c2ccc(Cl)cc2)c(NCc2ccccc2Cl)s1
    /	-22%	6%	-1%	-11%	/	i	0.7%	-25%
COc1ccc(-c2oc(=O)c3cc(OC)c(OC)cc3c2/C=C/c2ccc(OC(C)=O)cc2)cc1
    ?	-3%	-8%	-1%	?	-2%	i	?	-3%
O=C1NC2(CCCCC2)CO1
    -7%	15%	-5%	3%	-20%	1%	i	0.4%	-3%
CNC(=S)NNC(=O)c1ccc(=O)n(Cc2cccc(C(F)(F)F)c2)c1
    ?	-23%	8%	-12%	1%	-3%	i	0.0%	-1%
COC(=O)Nc1ccc(S(=O)(=O)N2CCN(C)CC2)cc1
    -6%	30%	-4%	5%	-12%	-10%	i	-0.3%	-10%
Clc1ccc(-c2ccn[nH]2)cc1
    -1%	21%	2%	-9%	9%	-18%	i	4.6%	-1%
O=C(c1cc2cc(Cl)ccc2[nH]1)N1CCN(Cc2ccc3c(c2)OCO3)CC1
    ?	14%	-2%	/	?	1%	i	10%	-67%
Cc1cc(S(=O)(=O)N2CCCC(N3CCOCC3)C2)c(C)cc1Cl (configuration not stated)
    -1%	?	1%	-12%	-9%	5%	i	1.9%	-7%
CC(C)=CCc1c(O)cc2oc3c(CC=C(C)C)c(O)c(O)c(CC=C(C)C)c3c(=O)c2c1O
    ?	?	-17%	?	6.3µM*	-3%	?	-0.1%	8.9µM*
CCOC(=O)C(C)S(=O)(=O)c1ccc(C(F)(F)F)cn1 (configuration not stated)
    -20%	/	-5%	0%	-7%	5%	i	-0.5%	1%
N#Cc1ccccc1NC(=O)CN1CCOCC1
    4%	0%	-2%	/	-5%	6%	i	5.7%	-4%
CCOC(=O)c1c(-c2ccc(Cl)cc2)csc1NC(=O)CNCc1ccco1
    ?	?	0%	/	?	-9%	/	2.0%	-42%
COc1ccccc1N1CCN(C(=O)CSc2nnc(-c3ccoc3C)o2)CC1
    12%	-14%	-2%	-8%	-2%	1%	i	0.0%	-9%
CCOC(=O)C1CCCCN1C(=O)c1cc2ccc(OC)cc2c2cc(OC)c(OC)cc12 (configuration not stated)
    ?	-27%	-17%	?	-3%	?	?	0.0%	-17%
O=C(c1cnn(-c2nc3ccccc3s2)c1)c1ccccc1O
    15%	?	-1%	30%[activator]	-1%	-4%	i	2.4%	-3%
CC(OC(=O)Cc1coc2cc3c(cc12)CCC3)C(=O)NC(N)=O (configuration not stated)
    7%	2%	13%	-24%	1%	-2%	i	-0.1%	-20%

# Records listed above shown as hits in TGFb inhibitor.
compound	TGFb inhibitor	EPAC2 antag	Nrf2 ARE act
CC(C)=CCc1c(O)cc2oc3c(CC=C(C)C)c(O)c(O)c(CC=C(C)C)c3c(=O)c2c1O	6.3µM*	-3%	-0.1%

# (listing goes on)
# Field names: A = MCF10A rerep; B = Nrf2 block; C = A549 viability; D = ATXN2 expr inh; E = TGFb inhibitor; F = EPAC2 antag; G = ATXN viability; H = Nrf2 ARE act; I = HepG2 tox
> O=C(Nc1ccccc1)c1cnc(-c2ccccc2)nc1-c1ccccc1
  A: ?; B: ?; C: -25%; D: -8%; E: ?; F: 13%; G: i; H: 22%; I: -7%
> Cc1ccnc2nc(C(=O)OCC(=O)c3ccc(NC(=O)CC(C)C)cc3)nn12
  A: -36%[inhibitor]; B: 0%; C: -2%; D: 4%; E: 22%; F: -7%; G: i; H: -0.4%; I: 11%
> COc1ccc(CCN2C(=O)CC(NNC(=O)c3ccc(F)cc3)C2=O)cc1OC (configuration not stated)
  A: -8%; B: -1%; C: -3%; D: 1%; E: -13%; F: -3%; G: i; H: -0.5%; I: 7%
> O=C(NNC(=O)c1cc(-c2ccccc2)nc2ccccc12)c1csc(N2CCOCC2)n1
  A: 16%; B: -4%; C: -10%; D: 4%; E: -3%; F: -11%; G: i; H: 1.3%; I: -15%
> COc1ccc(N(C(=O)C(C)C)S(=O)(=O)c2ccc3ccccc3c2)cc1
  A: -5%; B: 3%; C: 13%; D: 7%; E: ?; F: ?; G: i; H: 0.3%; I: -7%
> CC(=O)N1N=C(c2cccc([N+](=O)[O-])c2)OC1c1ccc(Cl)cc1Cl (configuration not stated)
  A: ?; B: 1%; C: -3%; D: -21%; E: -16%; F: -3%; G: i; H: 4.2%; I: 0%
> CCN(CC)CCCNC(=O)C1CCN(S(=O)(=O)CC)CC1
  A: /; B: /; C: -1%; D: /; E: 0%; F: /; G: /; H: -0.9%; I: 1%
> C/C(=N\Nc1ccc([N+](=O)[O-])cc1)c1cccc(N)c1
  A: ?; B: 14%; C: -14%; D: 44%[activator]; E: 2%; F: -18%; G: ?; H: 6.5%; I: -24%
> CCCN1Cc2cccc(C(=O)Nc3ccc(S(=O)(=O)N4CCCCCC4)cc3)c2C1=O
  A: -3%; B: 11%; C: 0%; D: -10%; E: -3%; F: -3%; G: i; H: -0.9%; I: -10%
> CC1=NN(C(N)=S)C(=O)C1N=Nc1cc(Cl)ccc1Cl (configuration not stated)
  A: 13%; B: 18%; C: 5%; D: 4%; E: 0%; F: 12%; G: i; H: -0.1%; I: -5%
> COc1ccc(NC(=O)N(C)[C@H]2C[C@H]3c4[nH]c5ccc(-c6ccc(OC)cc6)cc5c4CCN3C[C@H]2[C@H](C)O)cc1
  A: /; B: /; C: /; D: 22µM*; E: ?; F: 11%; G: /; H: -6.0%; I: -103%
> NC(=O)NCC1CC1
  A: -4%; B: 18%; C: -2%; D: 0%; E: -4%; F: -4%; G: i; H: 1.5%; I: -9%
> Cc1ccnc2nc(C(=O)OCC(=O)N(Cc3ccccc3)C(C)C)nn12
  A: -3%; B: 4%; C: -3%; D: /; E: 9%; F: -3%; G: i; H: 0.3%; I: 7%
> Cc1ccc(S(=O)(=O)N2CC(C)N(C(=O)N3CCOCC3)C2C)cc1 (configuration not stated)
  A: 5%; B: ?; C: 1%; D: 15%; E: -4%; F: 12%; G: i; H: 1.4%; I: 0%
> COc1ccc(C(CNC(=O)c2cccc(S(=O)(=O)N3CCOCC3)c2)N2CCCC2)cc1 (configuration not stated)
  A: 9%; B: 11%; C: 0%; D: -9%; E: -5%; F: 5%; G: i; H: -0.1%; I: -18%
> COc1ccc(CCNC(=O)c2c(O)c3ccccc3[nH]c2=O)cc1OC
  A: -3%; B: -11%; C: -2%; D: -3%; E: -3%; F: 7%; G: i; H: 0.0%; I: -2%

# Gathered by group, the compounds so far with fluorine.
# Field names: A = MCF10A rerep; B = Nrf2 block; C = A549 viability; D = ATXN2 expr inh; E = TGFb inhibitor; F = EPAC2 antag; G = ATXN viability; H = Nrf2 ARE act; I = HepG2 tox
> O=C(NCc1ccccc1)C(c1ccc(F)cc1)N(Cc1ccco1)C(=O)c1ccccn1 (configuration not stated)
  A: -1%; B: 2%; C: -2%; D: -1%; E: -16%; F: 8%; G: i; H: 0.5%; I: -7%
> CCOC(=O)c1cc(NC(=O)c2ccc(F)cc2)c(=O)n2c1oc1ccc(Cl)cc12
  A: /; B: 5%; C: 3%; D: 1%; E: 8%; F: /; G: i; H: -1.4%; I: 3%
> O=C(COC(=O)C1(c2ccc(F)cc2)CCCC1)N1CCc2ccccc21
  A: 16%; B: -23%; C: 20%; D: 3%; E: ?; F: -17%; G: i; H: -0.3%; I: -22%
> CNC(=S)NNC(=O)c1ccc(=O)n(Cc2cccc(C(F)(F)F)c2)c1
  A: ?; B: -23%; C: 8%; D: -12%; E: 1%; F: -3%; G: i; H: 0.0%; I: -1%
> CCOC(=O)C(C)S(=O)(=O)c1ccc(C(F)(F)F)cn1 (configuration not stated)
  A: -20%; B: /; C: -5%; D: 0%; E: -7%; F: 5%; G: i; H: -0.5%; I: 1%
> COc1ccc(CCN2C(=O)CC(NNC(=O)c3ccc(F)cc3)C2=O)cc1OC (configuration not stated)
  A: -8%; B: -1%; C: -3%; D: 1%; E: -13%; F: -3%; G: i; H: -0.5%; I: 7%

# Assay outcomes from PubChem.

# These rows are one share of the data; rates above refer to the full screens.
